MT1-MMP act inh – inhibitors of human MT1-MMP activation. P50281. HT1080 RFP-PRO-GFP cells, GFP/RFP ratio fluorescence, overnight; percent of plate control window, DMSO zero. GFP/RFP ratio change, % at 20 µM. AID 651647. 360,000 compounds, 0.061% hits;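 active means GFP/RFP ratio change of at least 30% with cell ATP level not reduced by more than half and red fluorescence within 50% of control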; further: strong numbers were not always called active
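Assay system – RFP-PRO-GFP reporter HT1080 cells · Compound dosing – single dose of 20 µM compound, 1% DMSO final · Incubation – overnight compound exposure at 37 °C · Measure – GFP/RFP fluorescence ratio · Benchmarks – DMSO wells and RFP-L50D-GFP cells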
LMPTP inh – blocks human LMPTP phosphatase. P24666. recombinant LMPTP-A, OMFP fluorogenic substrate, fluorescence intensity. inhibition, % at 20 µM. 360,000 compounds, 0.22% hits;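 active means compounds that cut the enzyme signal by at least half of the control window in the single-dose screen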;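 further: plate controls were DMSO wells with enzyme plus substrate for no effect and substrate without enzyme for full effect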
Target sequence (P24666 whole entry, looked up): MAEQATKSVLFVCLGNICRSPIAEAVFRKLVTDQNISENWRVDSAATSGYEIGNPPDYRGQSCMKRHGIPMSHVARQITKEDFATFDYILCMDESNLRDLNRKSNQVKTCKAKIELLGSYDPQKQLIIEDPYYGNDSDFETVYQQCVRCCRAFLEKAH
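Test system: LMPTP-A, protein tyrosine phosphatase of low molecular weight; Input: 0.625 nM enzyme; Incubation: 50 min dark incubation at room temperature; Signal: endpoint fluorescence intensity from OMFP dephosphorylation; Read-out basis: % inhibition versus control wells.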
NadD inh – NadD (S. aureus) enzyme inhibition. purified NadD enzyme, colorimetric absorbance read-out. inhibition, % at 20 µM. 360,000 compounds, 0.78% hits; in the data active means inhibition above about 26%; further: some compounds past the cut are filed as inactive
Scp-1 inhibitor – Scp-1 (human) phosphatase inhibition. 340,000 compounds, 0.88% hits. Q9GZU7. Recombinant Scp1, phosphopeptide, malachite green phosphate absorbance. inhibition, % at 20 µM. AID 493091;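 active means inhibition above about 50% at 20 µM, limit read from the data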;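 further: plate controls were DMSO wells with enzyme for no effect and wells lacking enzyme for full effect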
Target sequence (Q9GZU7 76-261 limits assumed): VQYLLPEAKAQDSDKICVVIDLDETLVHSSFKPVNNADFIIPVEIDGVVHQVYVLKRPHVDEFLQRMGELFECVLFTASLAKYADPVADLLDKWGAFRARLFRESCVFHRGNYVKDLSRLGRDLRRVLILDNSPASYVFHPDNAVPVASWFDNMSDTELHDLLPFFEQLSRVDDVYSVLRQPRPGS
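Times: enzyme reaction 45 min at room temperature, colour 5 min, stabilisation 30 min. Material: SCP-1 catalytic fragment, aa 76-261. Medium: Acidic Tris acetate buffer with magnesium and detergent. Signal: colorimetric free-phosphate detection, absorbance 630 nm. Read-out basis: % inhibition of SCP-1 phosphate liberation. Reagent: Phosphorylated 17-residue peptide substrate.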
SUMO1 PPI mod – alters human SUMO1 binding to SIM partners; P63165; SUMO1 binding to a labelled peptide, TR-FRET, 1 h; inhibition, % at 20 µM; 360,000 compounds, 0.33% hits; AID 602429; in the data active means inhibition above about 37%
Target sequence (P63165 whole entry, looked up): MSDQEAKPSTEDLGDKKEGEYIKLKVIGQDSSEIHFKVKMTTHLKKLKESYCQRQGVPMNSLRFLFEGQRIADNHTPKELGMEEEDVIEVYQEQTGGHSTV
SKN-1 block – blocks SKN-1 activity in C. elegans; 360,000 compounds, 0.49% hits; C. elegans VP596 Pgst-4::GFP/RFP ratio, acrylamide-induced, 24 h; inhibition, % at 21.8 µM;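 active means interference check ratio from 0.5 to 1.5 plus GFP to RFP signal ratio inhibition reaching or exceeding a fixed threshold, cut at about 30% in these data, passing the limit was not always enough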; further: some compounds called inactive have numbers as strong as hits
STEP inh – STEP (human) phosphatase inhibition. P54829. recombinant STEP, OMFP fluorogenic substrate, fluorescence. inhibition, % at 20 µM. 360,000 compounds, 0.25% hits. AID 588621;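 active means inhibition at 20 µM, scaled per plate between control wells, above about 37%, limit read from the data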;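 further: 0% = DMSO with enzyme and substrate and 100% = substrate only without enzyme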
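System: STEP (striatal-enriched tyrosine phosphatase) enzyme, cell-free; medium: Bis-Tris pH 6.0 buffer with DTT, detergent; dosing: 20 µM, 1% DMSO; times: reaction 20 min, ambient temperature; detection: fluorescence, 480/540 nm; read-out basis: normalized % inhibition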
NRP1-CendR mod – alters CendR peptide binding to human NRP-1. FAM-RPARPAR peptide binding to NRP-1, fluorescence polarization. inhibition, % at 25 µM. 360,000 compounds, 0.85% hits;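 active means inhibition or corrected inhibition above about 18%, plus a signal ratio from 0.5 to 1.5, limit read from the data, passing the limit was not always enough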; further: strong numbers were not always called active
Rpn11 inh – Rpn11 (human) deubiquitinase inhibition; O00487; human 26S proteasome, Ub4-pepOG fluorescence polarization; 20S core pre-blocked with epoxomicin; calls only at 20 µM; 360,000 compounds, 0.59% hits;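 active means inhibition at 20 µM, scaled to each plate's controls, above about 33%, limit read from the data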
Target sequence (O00487 whole entry, looked up): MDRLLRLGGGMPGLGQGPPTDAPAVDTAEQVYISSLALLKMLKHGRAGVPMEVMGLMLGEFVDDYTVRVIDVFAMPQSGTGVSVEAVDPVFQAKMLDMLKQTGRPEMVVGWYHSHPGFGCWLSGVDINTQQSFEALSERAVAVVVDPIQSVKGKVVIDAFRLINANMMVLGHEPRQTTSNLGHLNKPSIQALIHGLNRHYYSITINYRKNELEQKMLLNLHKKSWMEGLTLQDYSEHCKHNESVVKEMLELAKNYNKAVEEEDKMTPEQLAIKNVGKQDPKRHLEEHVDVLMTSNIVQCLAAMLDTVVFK
DNMT1 inh – inhibitors of human DNMT1; P26358; DNMT1 molecular beacon, Hinp1I cleavage, fluorescence; inhibition (reported as % activation of signal), % at 10 µM; 360,000 compounds, 0.83% hits; AID 588458; in the data active means inhibition above about 50%
* marks the source's active call; other numbers are inactive results; i = inactive; nt = not tested or not shown.

cpd	SMILES	NadD inh	NRP1-CendR mod	Rpn11 inh	MT1-MMP act inh	SKN-1 block
1	CCc1ccccc1Oc1ccc(S(=O)(=O)N2CCN(C)CC2)cn1	-1	1	i	-2	-6
2	CCC(=O)c1ccc(OCC(O)CN2CCN(S(=O)(=O)N3CCCCC3)CC2)cc1 (stereo not drawn)	0	8	i	1	35*
3	CCOC(=O)C(C#N)=C1CCN(Cc2ccccc2)CC1	-1	-4	i	-3	-1
4	O=C(c1ccc(NC2=NC3CS(=O)(=O)CC3S2)cc1)N1CCc2ccccc2C1 (stereo not drawn)	-1	-15	i	2	-22
5	CCN(c1ccc(NC(=O)CCc2nc3sc4c(c3c(=O)[nH]2)CCCC4)cc1)C(C)C	4	-26	i	3	10
6	O=C(N/N=C/c1ccccc1O)C(=O)N1CCCCCC1	-3	-6	i	2	8
7	CCOc1ccc(Nc2oc(-c3cccs3)nc2C#N)cc1	-4	-4	i	-2	-3
8	Cc1cc(Cl)ccc1OCC(=O)Nc1ccc(CN2CCOCC2)cc1	-2	10	i	5	18
9	S=C(Nc1ccccc1)Nc1ccccc1-n1cccc1	1	-3	i	-1	4
10	Cn1ncc2c(c(SCc3ccc(Cl)cc3Cl)nn2C)c1=O	-1	15	i	-5	8
11	O=C(CNC(c1ccccc1)c1ccccc1)Nc1ccc(F)cc1	-2	-2	i	-2	13
12	CCOC(=O)Cc1csc(N(C)C)n1	-3	16	i	-3	1
13	Cc1cc(C)cc(N(C(=O)CNS(=O)(=O)c2ccccc2)C(C(=O)NCc2ccccc2)c2ccc(C)o2)c1 (stereo not drawn)	0	10	i	-1	3
14	O=C(Cc1ccccc1)NNC(=O)Cc1ccccc1	1	7	i	-2	4
15	COc1ccccc1NS(=O)(=O)c1ccc(C)c(C(=O)N2CCCC2)c1	1	-4	i	1	14

cpd	LMPTP inh	STEP inh	SUMO1 PPI mod	DNMT1 inh	Scp-1 inhibitor
1	-0.5	-2	-1	1	-3
2	-1.3	-1	2	2	-4
3	-1.4	-3	6	-2	-7
4	-1.1	5	2	4	32
5	2.3	-4	8	1	-2
6	-0.3	2	1	0	-2
7	-1.5	-4	-1	1	-4
8	2.0	0	0	1	-5
9	-0.2	3	-8	-3	-11
10	1.7	12	-6	-2	4
11	0.4	-2	6	-1	-12
12	-0.7	2	3	-3	-3
13	-1.7	-2	-1	-1	-4
14	0.5	1	-2	-1	1
15	0.1	1	-3	1	3

With a hit mark in SKN-1 block, among the entries above:
No.	molecule	NadD inh	NRP1-CendR mod	Rpn11 inh	MT1-MMP act inh	SKN-1 block	LMPTP inh	SUMO1 PPI mod	DNMT1 inh	Scp-1 inhibitor
2	CCC(=O)c1ccc(OCC(O)CN2CCN(S(=O)(=O)N3CCCCC3)CC2)cc1 (stereo not drawn)	0	8	i	1	35*	-1.3	2	2	-4

Additional records:
cpd	SMILES	NadD inh	NRP1-CendR mod	Rpn11 inh	MT1-MMP act inh	SKN-1 block
16	COc1ccccc1NC(=O)C1CCN(S(=O)(=O)c2ccc3c(c2)NC(=O)CO3)CC1	-1	8	i	-3	10
17	CC(=O)Nc1ccc(S(=O)(=O)N(C)CC(=O)N/N=C/c2ccc(C(=O)O)cc2)cc1	-4	10	i	-1	1
18	CCNC(=O)COc1ccc(OCc2ccccc2)cc1	0	-5	i	-6	15
19	CS(=O)(=O)Nc1cccc(NC(=O)C2Cc3c(-c4cccc(F)c4)ccnc3O2)c1 (stereo not drawn)	-2	7	i	-2	4
20	CC(C)(C)C(=O)Oc1cccc(Nc2ncnc3ccccc23)c1	-5	4	i	-4	-4
21	Cc1cc(Br)ccc1NC(=O)CN(C)C(=O)c1ccc2ccccc2n1	0	-6	i	-4	-11
22	O=C(Cc1ccc(Cl)c(Cl)c1)NNC(=S)NCC1CCCO1 (stereo not drawn)	-2	0	i	1	19
23	COc1cccc(-n2c(Cc3cc(=O)[nH]c(=O)[nH]3)nnc2SCC(=O)Nc2ccccc2)c1	1	3	i	-4	0
24	Cc1c(Cl)cccc1NC(=O)CCC(=O)N/N=C/c1ccc[nH]1	2	-22	i	-20	11
25	O=c1ccc(-c2ccccc2)nn1Cc1ccc(Cl)cc1	-9	-5	i	2	1
26	CCC(Sc1nc2c(cnn2-c2ccc(Cl)cc2)c(=O)[nH]1)C(=O)OC (stereo not drawn)	0	15	i	3	-3
27	Cc1ccc(S(=O)(=O)NCc2ccccc2)cc1C(=O)N1CCN(S(=O)(=O)c2ccccc2F)CC1	-5	2	i	-3	18
28	O=C(COC(=O)c1cnccn1)c1ccc(OC(=O)c2ccccc2)cc1	-4	-18	i	3	8
29	C/C(=N\NC(=O)c1ccoc1C)c1ccccc1O	-2	17	i	2	5
30	CCOC(=O)Cn1nnc2c(sc3nc4c(c(-c5ccc(Cl)cc5)c32)CCC4)c1=O	12	9	i	-7	1

cpd	LMPTP inh	STEP inh	SUMO1 PPI mod	DNMT1 inh	Scp-1 inhibitor
16	-1.1	0	0	3	-3
17	-2.2	0	-8	0	3
18	-0.6	-1	1	-1	0
19	0.2	0	-3	-2	nt
20	3.8	0	8	0	0
21	-0.3	-1	0	-1	-6
22	0.4	-1	2	4	4
23	-0.8	-1	10	0	-1
24	-1.8	-2	2	-25	-8
25	0.9	2	-4	2	-10
26	-1.3	4	1	0	-7
27	1.8	-2	4	-3	nt
28	-2.0	-13	12	4	3
29	-0.3	0	-9	0	-5
30	4.2	4	-7	-5	-12

The last 4 entries of the part before open the next one.
cpd	SMILES	NadD inh	NRP1-CendR mod	Rpn11 inh	MT1-MMP act inh	SKN-1 block
27	Cc1ccc(S(=O)(=O)NCc2ccccc2)cc1C(=O)N1CCN(S(=O)(=O)c2ccccc2F)CC1	-5	2	i	-3	18
28	O=C(COC(=O)c1cnccn1)c1ccc(OC(=O)c2ccccc2)cc1	-4	-18	i	3	8
29	C/C(=N\NC(=O)c1ccoc1C)c1ccccc1O	-2	17	i	2	5
30	CCOC(=O)Cn1nnc2c(sc3nc4c(c(-c5ccc(Cl)cc5)c32)CCC4)c1=O	12	9	i	-7	1
31	Cc1cccc(CCN2CCN=C2Nc2ccccc2)c1	-24	27*	i	1	11
32	CCC(=O)Nc1ccc(NC(=O)c2cccc3c(Br)cccc23)cc1	3	-13	i	5	18
33	O=[N+]([O-])c1ccc(N/N=C/c2c[nH]c3ccccc23)c(S(=O)(=O)Nc2ccc(Cl)cc2)c1	16	-170	nt	-82	10
34	O=C(Cc1n[nH]c(=O)[nH]c1=O)N/N=C/c1ccccc1	2	-3	i	-2	0
35	COc1cc(/C=C/C(=O)O)cc(S(=O)(=O)Nc2cc(S(=O)(=O)N3CCCCC3)ccc2Cl)c1OC	0	1	i	0	0
36	CCOC(=O)C1CCN(C(=O)c2ccc(C)c(S(=O)(=O)N3CCCC3)c2)CC1	1	3	i	2	-8
37	CC1CN(S(=O)(=O)c2ccc(CN3C(=O)c4cccnc4C3=O)s2)c2ccccc2O1 (stereo not drawn)	-1	11	i	-3	6
38	Cc1ccccc1C(=O)NC(=S)NC1CC1	4	7	i	2	-2
39	COc1ccc2cc(C(c3nnnn3CC3CCCO3)N3CCOCC3)c(=O)[nH]c2c1 (stereo not drawn)	-2	3	i	-7	7
40	NS(=O)(=O)c1ccc(CNC(=O)/C=C/c2ccc(S(=O)(=O)N3CCOCC3)cc2)cc1	1	11	i	5	-1
41	Cc1cccc(NC(=O)c2ccc(N3CCCCC3)c([N+](=O)[O-])c2)n1	-2	-1	i	5	12
42	C=CCc1ccccc1OCC(O)CN1CCN(CCO)CC1 (stereo not drawn)	-2	9	i	1	-1
43	CSc1cccc(NC(=O)/C=C/c2ccco2)c1	11	-25	i	-9	10
44	CC(=O)c1c[nH]c(C(=O)NCc2ccccc2Cl)c1	-4	-8	i	4	2
45	CC1(C)CC(=O)/C(=C(\O)Cc2ccccc2)C(=NCCCCCC(=O)O)C1	2	-6	i	-7	1
46	C=CCc1cccc2cc(C(=O)N3CCN(C(=O)c4ccco4)CC3)c(=O)oc12	0	-16	i	-1	6
47	Cc1ccc(S(=O)(=O)CC2CSc3nc4ccccc4n32)cc1 (stereo not drawn)	-4	6	i	10	5
48	CC(=O)Nc1sc(-c2ccccc2)nc1-c1ccccc1	0	-3	i	5	8

cpd	LMPTP inh	STEP inh	SUMO1 PPI mod	DNMT1 inh	Scp-1 inhibitor
27	1.8	-2	4	-3	nt
28	-2.0	-13	12	4	3
29	-0.3	0	-9	0	-5
30	4.2	4	-7	-5	-12
31	-2.0	0	4	9	0
32	-3.2	-1	3	13	4
33	9.8	-9	-6	-23	-10
34	-1.1	-2	-2	1	-1
35	0.7	-1	2	-1	nt
36	0.2	-1	-1	0	-1
37	1.1	2	-17	0	-3
38	-0.4	3	0	2	-2
39	-1.9	4	-14	6	-8
40	0.0	3	-24	-1	-14
41	0.6	1	-25	-2	-4
42	-5.4	-1	1	1	-10
43	4.9	-2	11	8	3
44	-0.3	1	0	2	-4
45	-2.2	-3	2	4	-4
46	0.2	-2	0	-3	6
47	-1.0	-3	1	1	-11
48	1.8	-2	-10	-1	-2

The order is random (roughly 3.9% active in at least one column).
